Compound activity (PubChem BioAssay)
OXTR agonist = activates the human oxytocin receptor; activation, % at 3 µM; hit rate 0.32% among 320,000; CHO-OTR cells, Fluo-8 calcium fluorescence; normalized: DMSO 0%, oxytocin 100%; AID 2435;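 active = activation above the mean of all tested compounds plus 3 SD, cutoff set per screening run, cut at about 20% in these data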;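 note: peak over basal fluorescence ratio from a 100 s FLIPR kinetic read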
GPR7 antagonist = antagonists of human GPR7 (neuropeptides B/W receptor 1). P48145. GPR7-expressing cells, fluorescence antagonist assay. inhibition, % at 4.4 µM. hit rate 1.1% among 290,000. AID 1861; in the data active = inhibition above about 16%, passing the limit was not always enough;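 note: cells stimulated with the agonist NPW; 0% = agonist with vehicle and 100% = vehicle without agonist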
NALP1 inh = NALP1 inhibition; S. cerevisiae NALP1/ASC/caspase-1 growth, X-gal OD620, 72 h; inhibition, % at 10 µM; hit rate 0.61% among 280,000; in the data active = inhibition mostly above about 24%, no sharp cut-off; inactive = mostly below about 32%; note: some compounds called inactive have numbers as strong as hits
DNA FID counter = counter-screen for HCV NS3 helicase inhibitors: DNA intercalator displacement; hit rate 0.17% among 290,000; inhibition, % at 7.9 µM; DNA fluorescent intercalator displacement, fluorescence; in the data active = inhibition above about 37%;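 note: 0% = vehicle and 100% = reference compound; higher means more ethidium bromide displaced from hairpin DNA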
PfM18AAP inh = blocks P. falciparum M18 aspartyl aminopeptidase; recombinant PfM18AAP, H-Glu-NHMec fluorogenic cleavage; inhibition, % at 7.35 µM; hit rate 1.2% among 290,000;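 active = inhibition above the campaign mean inhibition over all tested compounds plus 3 SD, cut at about 28% in these data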;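 note: 0% = plate median of test compound wells and 100% = 2 mM ZnCl2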
MEKK2mut PB1 HTS = signal of MEK5 binding to mutant human MEKK2 PB1 domain; bead flow cytometry, Alexa488-MEK5 binding to MEKK2 mutant; percent response, % at 10 µM; hit rate 0.35% among 290,000; AID 1530; in the data active = percent response above about 24%, passing the limit was not always enough; note: inactives centre near 1; some results filed as inactive read as strong as hits; reference of the scale not given here
MEKK2 WT-MEK5 = raises or lowers MEK5 binding to wildtype human MEKK2 PB1 domain | Q9Y2U5 | bead flow cytometry, Alexa488-MEK5 binding to MEKK2 WT; actives lie on both sides | binding response (% of control), % at 10 µM | hit rate 1.1% among 290,000 | AID 1531; in the data active = binding response below about 67% or above about 130%
MEKK3 PB1 HTS = raises or lowers MEK5 binding to the human MEKK3 PB1 domain; Q99759; hit rate 1.4% among 290,000; AID 1529; bead-based flow cytometry, Alexa488-MEK5 binding to MEKK3; actives lie on both sides; 0 = blocked by unlabeled MEK5, 100 = vehicle; binding response (% of control), % at 10 µM;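 active = binding response more than 3 SD above or below the average of its plate-row segment, actives on both sides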;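 note: Alexa488 bead fluorescence after subtracting the streptavidin-only scavenger bead signal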
Target sequence (Q99759 whole entry, looked up, the tested form may be a part): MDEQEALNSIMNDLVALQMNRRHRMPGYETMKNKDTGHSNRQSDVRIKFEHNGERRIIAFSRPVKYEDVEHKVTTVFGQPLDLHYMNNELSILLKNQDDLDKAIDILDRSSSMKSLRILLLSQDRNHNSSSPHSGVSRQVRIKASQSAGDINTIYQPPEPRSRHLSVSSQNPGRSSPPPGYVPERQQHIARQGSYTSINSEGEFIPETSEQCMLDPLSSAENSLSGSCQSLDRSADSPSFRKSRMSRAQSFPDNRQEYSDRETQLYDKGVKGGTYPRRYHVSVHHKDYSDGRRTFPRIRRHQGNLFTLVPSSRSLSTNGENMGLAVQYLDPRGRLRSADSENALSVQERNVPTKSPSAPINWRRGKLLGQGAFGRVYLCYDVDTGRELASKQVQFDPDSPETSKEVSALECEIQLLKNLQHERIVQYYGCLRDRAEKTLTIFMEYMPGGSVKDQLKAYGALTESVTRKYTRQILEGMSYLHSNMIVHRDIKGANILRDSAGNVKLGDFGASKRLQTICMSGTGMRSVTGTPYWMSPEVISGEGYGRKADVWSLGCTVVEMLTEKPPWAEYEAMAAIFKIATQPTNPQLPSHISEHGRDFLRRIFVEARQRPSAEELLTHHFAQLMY
PHOSPHO1 inh = blocks human PHOSPHO1 phosphatase activity; Q8TCT1; recombinant PHOSPHO1, absorbance phosphatase assay; inhibition, % at 13.3 µM; hit rate 1.1% among 290,000; AID 1565; in the data active = inhibition above about 60%
Target sequence (Q8TCT1 whole entry, looked up): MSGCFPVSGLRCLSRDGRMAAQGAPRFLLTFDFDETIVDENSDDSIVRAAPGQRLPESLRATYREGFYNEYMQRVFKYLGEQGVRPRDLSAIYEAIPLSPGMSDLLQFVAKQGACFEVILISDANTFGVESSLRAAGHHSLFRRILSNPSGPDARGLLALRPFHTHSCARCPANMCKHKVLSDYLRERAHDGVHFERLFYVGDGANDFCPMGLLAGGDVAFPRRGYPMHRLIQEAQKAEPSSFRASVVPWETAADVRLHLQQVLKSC
Numbers without * were called inactive; . = not tested or not shown; [ ] = dose if it differs, or a comment.

SMILES | OXTR agonist | GPR7 antagonist | NALP1 inh | DNA FID counter | PfM18AAP inh | MEKK2mut PB1 HTS | MEKK2 WT-MEK5 | MEKK3 PB1 HTS | PHOSPHO1 inh
COc1ccccc1N1CCN(c2ncc(C(=O)N3CCN(c4cccc(Cl)c4)CC3)c3ccccc23)CC1 | 0.7 | -23 | 8 | 4 | -4 | 0 | 101 | 102 | -24
COc1ccc(S(=O)(=O)N2CCN(CCO)CC2)cc1-c1nnc2c3ccccc3c(C)nn12 | -0.2 | -16 | 13 | -1 | -1 | 4 | 114 | 117 | -6
O=S1(=O)CCOC[C@H](CC2CCCCC2)N1Cc1ccccc1 | -2.1 | -6 | 16 | -32 | 1 | -4 | 100 | 97 | -13
COc1cc(CN(CC2CCCO2)C(=O)c2ccco2)cc(OC)c1OC (stereo unspecified) | 1.6 | -12 | 23 | -23 | -8 | 2 | 100 | 99 | 7
CCCN(CCC)C(=O)c1cc(S(=O)(=O)N2CCCCC2)c[nH]1 | 0.5 | -7 | 17 | -45 | 1 | 2 | 103 | 103 | 0
Cc1cc(OC(=O)c2ccc(OC(C)C)cc2)c([N+](=O)[O-])c(=O)[nH]1 | -0.4 | -15 | 0 | -1 | 4 | 6 | 98 | 97 | 49
CC(=O)Nc1cccc(OC(=O)COc2ccc(Br)cc2)c1 | 10 | -7 | 19 | 4 | 3 | -3 | 90 | 91 | 21
COC(=O)N/N=C(\C)c1ccc2ccccc2c1OC(F)F | -0.9 | 2 | 52 | -12 | -4 | -1 | 103 | 101 | -18
Cc1ccc(C(=O)NCC(=O)OCC(=O)c2ccc(C)c([N+](=O)[O-])c2)cc1 | -1.6 | -5 | 22 | 5 | 5 | 10 | 108 | 105 | -11
CCc1nnc(NS(=O)(=O)c2ccc(NC(=O)c3cc(Cl)ccc3OC)cc2)s1 | -0.5 | 19 | 27 | -10 | 3 | -1 | 99 | 101 | 34
CC(C)(C)C(=O)COC(=O)c1cc(-c2cccnc2)nc2ccccc12 | -3.0 | -14 | -6 | -31 | 12 | -7 | 91 | 94 | 40
O=C1CCCN1CC(O)CS(=O)(=O)Cc1ccccc1 (stereo unspecified) | 0.8 | 11 | 15 | -5 | 1 | 1 | 103 | 101 | 2
CCCOC(=O)c1ccc(NC(=O)C(=O)NCCN(CC)CC)cc1 | 0.8 | 4 | -6 | 28 | 0 | 3 | 84 | 104 | 37
CC(NC(=O)C(C)(C)C)C(c1cccs1)N1CCN(Cc2ccccc2)CC1 (stereo unspecified) | -0.1 | 0 | . | -6 | -9 | 10 | 103 | 108 | 19
COc1ccc(OC)c(CNC(=O)C(C)n2nc(C)c3c(C)n(-c4ccccc4)nc3c2=O)c1 (stereo unspecified) | 0.4 | -8 | -9 | -38 | 3 | 3 | 105 | 103 | 28

Continued, starting with the last four of the part before.
SMILES | OXTR agonist | GPR7 antagonist | NALP1 inh | DNA FID counter | PfM18AAP inh | MEKK2mut PB1 HTS | MEKK2 WT-MEK5 | MEKK3 PB1 HTS | PHOSPHO1 inh
O=C1CCCN1CC(O)CS(=O)(=O)Cc1ccccc1 (stereo unspecified) | 0.8 | 11 | 15 | -5 | 1 | 1 | 103 | 101 | 2
CCCOC(=O)c1ccc(NC(=O)C(=O)NCCN(CC)CC)cc1 | 0.8 | 4 | -6 | 28 | 0 | 3 | 84 | 104 | 37
CC(NC(=O)C(C)(C)C)C(c1cccs1)N1CCN(Cc2ccccc2)CC1 (stereo unspecified) | -0.1 | 0 | . | -6 | -9 | 10 | 103 | 108 | 19
COc1ccc(OC)c(CNC(=O)C(C)n2nc(C)c3c(C)n(-c4ccccc4)nc3c2=O)c1 (stereo unspecified) | 0.4 | -8 | -9 | -38 | 3 | 3 | 105 | 103 | 28
CC(=O)Nc1ccccc1OC(C)C(=O)N1CCC(C)CC1 (stereo unspecified) | 0.4 | -11 | -30 | 1 | 3 | -3 | 96 | 98 | -8
Cc1ccc(CCN2CC(C(=O)N3CCN(c4ccc(F)cc4)CC3)CC2=O)cc1 (stereo unspecified) | 0.1 | 5 | 7 | -32 | 4 | -3 | 97 | 96 | -20
COc1ccc(/C=C(\CC(=O)O)c2nc3ccccc3o2)cc1 | -0.4 | -4 | 7 | -32 | 3 | -5 | 97 | 100 | 4
CCOC(=O)N/N=C/c1ccccc1F | -0.6 | -15 | 0 | 2 | 0 | . | . | . | 38
COc1ccc(CC(=O)N/N=C(/C)c2ccco2)cc1 | 0.3 | -3 | 16 | 5 | 0 | -7 | 100 | 100 | 45
CSc1cccc(NC(C)=O)c1 | -1.0 | -4 | 28 | -7 | -11 | -2 | 97 | 95 | -10
COc1ccccc1N1CCN(S(=O)(=O)c2cc(C)sc2C)CC1 | -2.7 | -11 | 1 | -22 | 4 | 5 | 104 | 100 | -28
CCOc1cc(/C=C(\C#N)C(=O)Nc2ccccc2C(=O)O)ccc1OC(=O)c1ccc(C)cc1 | -0.9 | 14 | 2 | -3 | -3 | -1 | 100 | 102 | -11
O=C(C1=C[C@@H](C2CC2)C[C@@H](OCc2ccc(CO)cc2)O1)N1CCN(Cc2ccccc2)CC1 | -1.1 | -5 | 3 | -30 | 1 | 2 | 101 | 99 | 22
O=C(Cn1nnc(-c2ccccc2F)n1)Nc1ccc(S(=O)(=O)NC2CCCC2)cc1 | 4.6 | 8 | -23 | 2 | 7 | 7 | 107 | 107 | 11
Cc1ccc(-n2nc3c(c2NC(=O)c2cccs2)CS(=O)(=O)C3)cc1C | 1.1 | 2 | -2 | -25 | 5 | 6 | 100 | 103 | 18
CCN(CC)S(=O)(=O)c1ccc(F)c(C(=O)NCCCN2CCOCC2)c1 | 0.9 | 5 | 16 | 4 | -5 | 3 | 101 | 95 | 25
COc1cc(C2SCC(=O)N2Cc2ccccc2)cc(OC)c1OC (stereo unspecified) | -1.1 | -5 | 26 | -6 | -16 | 2 | 100 | 101 | 14
CCC(CC)C(=O)Nc1cccc(-c2ccc3nncn3n2)c1 | 0.6 | -13 | -2 | -15 | -1 | 4 | 105 | 101 | 30
Cc1ccc(-c2ccc(SCC(=O)c3ccccc3)nn2)cc1 | -2.3 | -3 | 12 | -4 | -9 | 13 | 63*[inhibitor] | 95 | -19
O=C(Nc1cccc(F)c1)C1CCCN(S(=O)(=O)c2ccccc2)C1 (stereo unspecified) | 3.8 | -10 | 5 | -24 | -11 | -4 | 95 | 99 | -2
Cc1ccc(C(C(=O)NC2CCCCC2)N(C(=O)CCCC(=O)Nc2ccccn2)c2ccc3c(c2)OCCO3)cc1 (stereo unspecified) | -1.3 | -4 | 13 | -6 | -12 | 2 | 99 | 103 | -34
CS(=O)(=O)NCCn1ccc2ccccc21 | 1.2 | 0 | 6 | 4 | 2 | 0 | 105 | 112 | -24
CC1(C)CN(c2ccc(F)cc2)C1=O | 0.1 | -10 | -7 | -2 | -1 | 8 | 106 | 112 | 28
O=C1NC(=Nc2ccccc2)S/C1=C\c1cccs1 | -2.2 | -2 | . | -7 | -7 | 2 | 96 | 103 | 27
CCC(=O)Nc1cccc(NC(=O)c2cc3ccccc3o2)c1 | 1.5 | -8 | -1 | -7 | 3 | . | . | . | 3
O=C(O)/C=C/c1coc2ccccc2c1=O | 0.3 | -3 | . | -3 | -6 | -1 | 99 | 114 | -20
CC(C)(C)C1CCC2(CC1)Nc1cccc3cccc(c13)N2 | -0.9 | 16 | 30 | -3 | -7 | 0 | 96 | 107 | -11
CCOC(=O)N/N=C/c1cn(CCCOc2ccc(C)cc2)c2ccccc12 | -0.3 | 11 | 13 | -21 | 2 | -1 | 99 | 109 | -4
C/C(=N/NC(=O)CN1CCN(S(=O)(=O)c2ccc(Br)cc2)CC1)c1ccco1 | 0.3 | -11 | 18 | -13 | 4 | 34 | 131 | 102 | -7
COc1ccc(-c2c(C)nc(N)nc2-c2ccc(OCc3ccc(C)cc3)cc2O)cc1OC | 0.2 | -15 | 23 | 0 | -9 | -3 | 96 | 101 | 16
CC(C)(C)c1csc(NC(=O)c2ccncc2)n1 | 1.4 | 2 | 13 | 4 | -3 | -2 | 65 | 59 | 21
CCCCSc1nc2c(cnn2-c2ccc(Cl)cc2)c(=O)[nH]1 | -0.6 | -6 | 36 | -1 | 4 | . | . | . | -8
O=C(NNC(=O)C12CC3CC(CC(O)(C3)C1)C2)c1ccccc1O | 2.4 | -12 | -24 | -9 | 13 | -1 | 96 | 91 | -2
Cc1ccc(-c2csc(NC(=O)C3CC(=O)N(Cc4ccco4)C3)n2)cc1 (stereo unspecified) | 0.3 | -6 | -1 | -24 | -16 | -7 | 94 | 102 | 37
Cc1ccc(S(=O)(=O)N(C)C)cc1NC(=O)C1CCCCC1 | -0.6 | 2 | 30 | -3 | -11 | -9 | 86 | 82 | 29
Cc1ccc(/C=N/NC(=O)Cn2nnc(N)n2)cc1 | -0.2 | -9 | . | 2 | -7 | -10 | 94 | 92 | -21
COc1ccc(-c2cc(C(F)(F)F)nc(-n3ccnc3C)n2)cc1 | -1.3 | 15 | 9 | 1 | -2 | -3 | 93 | 91 | -3
COc1ccc(NC(=S)N2CCC(C(=O)c3ccc(C)cc3)CC2)cc1 | -0.5 | -7 | -12 | -14 | -4 | 1 | 102 | 99 | .
COc1cc(SC)ccc1C(=O)NCc1ccccc1 | -1.9 | 2 | 26 | -9 | -10 | 0 | 95 | 91 | -9
COc1cc(NC(=O)c2ccco2)c(C(=O)OCC(=O)c2c[nH]c3ccccc23)cc1OC | 1.4 | 0 | 18 | -5 | 1 | -3 | 96 | 97 | 10
Cc1ccccc1N1CC(C(=O)Nc2nnc(SCc3ccccn3)s2)CC1=O (stereo unspecified) | -0.2 | -3 | 3 | -55 | 5 | 9 | 111 | 106 | 38
O=C(Nc1nc(-c2cccs2)cs1)c1ccc(S(=O)(=O)N2CCCC2)cc1 | 2.2 | -7 | 10 | -12 | -6 | -1 | 94 | 99 | 2
O=C(COC(=O)COc1ccccc1Cc1ccccc1)Nc1cccnc1Cl | 0.5 | -5 | 26 | -12 | 3 | -1 | 103 | 103 | -20
CCOc1ccc(/C=N/NC(=S)NC2CC3C=CC2C3)cc1 (stereo unspecified) | -1.4 | -16 | 8 | -13 | -3 | -24 | 84 | 90 | 30
C=CCOC(=O)c1ccc(-n2cncn2)nc1 | 1.8 | -12 | 12 | -2 | -13 | 1 | 98 | 99 | 0
CN(Cc1c(C(=O)N/N=C/c2cccc(O)c2)nnn1-c1nonc1N)C1CCCCC1 | 0.7 | -3 | 14 | -2 | -8 | -4 | 91 | 98 | 34
CS(=O)(=O)N1CCN(C(=O)c2cccnc2)CC1 | 0.9 | -15 | 10 | 2 | -9 | 1 | 102 | 103 | -2
NC12CC3CC(CC(C3)C1)C2 | -0.7 | -14 | 24 | -3 | -6 | 5 | 74 | 85 | -1
O=C(NCCCC1CCCC1)C1CCC(=O)N(Cc2cccc(C(F)(F)F)c2)C1 (stereo unspecified) | . | -2 | 2 | -40 | -4 | 9 | 109 | 106 | 17
Cc1ccc(S(=O)(=O)Nc2ccc3c(c2)OCCO3)c(C)c1NS(C)(=O)=O | 1.2 | 5 | 2 | -6 | 1 | 3 | 105 | 105 | 44
CC(=O)Nc1ccc(OCC(=O)NCc2ccc(C)cc2)cc1 | 0.4 | -12 | -2 | 2 | 7 | -2 | 106 | 102 | -6
Cc1cc(C)cc(N2C(=O)N(c3ccccc3C)C3CS(=O)(=O)CC32)c1 (stereo unspecified) | -1.1 | -4 | -5 | -1 | -4 | -6 | 95 | 92 | -44
CCOc1ccccc1NC(=S)NC(=O)CCc1ccccc1 | . | -17 | 33 | -6 | -5 | -1 | 99 | 98 | .
CCOC(=O)C(CCOc1cccc(CC)c1)C(=O)OCC | -2.2 | 11 | 25 | -9 | -8 | -1 | 98 | 93 | -2
